Runt-CBFb FRET – inhibitors of RUNX1 Runt–CBFb binding, primary screen, biochemical, FRET, Cerulean-Runt, Venus-CBFb, uHTS; Runt-related transcription factor 1 (Homo sapiens) + Core-binding factor subunit beta …; Cerulean-Runt/Venus-CBFb FRET ratio 530/480, 1 h; inhibition, % at 20 µM; 220,000 tested, 0.46% active; AID 1496, 2009;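 active means inhibition over about 50% at 20 µM in the single-dose screen, limit read from the data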;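 further: 0% = DMSO wells and 100% = excess unlabeled CBFb competitor control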
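test system = Cerulean-Runt domain fusion protein, energy donor | probe or stimulus = Venus-CBFb binding partner, 100 nM | incubation = two 1 h room-temperature incubations shielded from light | detection = fluorescence energy transfer, 422 nm excitation, 530/480 nm emission | measure = loss of energy transfer signal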
Hck Nef HTS – inhibitors of Nef-activated human Hck kinase, primary screen, biochemical, Z-Lyte FRET, 384-well, Hck-YEEI; Tyrosine-protein kinase HCK (Homo sapiens), P08631; Recombinant Hck-YEEI plus Nef, Z-Lyte FRET kinase assay; inhibition, % at 20 µM; 220,000 tested, 0.68% active; AID 463187, 2010;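 active means Hck-Nef kinase inhibition above about 50%, limit read from the data; inactive means inhibition below that limit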;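 further: 0% = DMSO with Hck plus Nef and 100% = Hck alone without Nef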
RBBP9 inhibitor – human RBBP9 inhibitors, primary screen, biochemical, fluorescence polarization, FP-Rh probe, HTS. Serine hydrolase RBBP9 (Homo sapiens), O75884. recombinant RBBP9. inhibition, % at 7.94 µM. 220,000 tested, 0.2% active;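 active means inhibition above the campaign mean of all tested compounds plus 3 SD, cut at about 14% in these data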;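 further: plate controls were DMSO wells with RBBP9 for no effect and wells lacking RBBP9 protein for full effect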
Target sequence (O75884 whole entry, looked up): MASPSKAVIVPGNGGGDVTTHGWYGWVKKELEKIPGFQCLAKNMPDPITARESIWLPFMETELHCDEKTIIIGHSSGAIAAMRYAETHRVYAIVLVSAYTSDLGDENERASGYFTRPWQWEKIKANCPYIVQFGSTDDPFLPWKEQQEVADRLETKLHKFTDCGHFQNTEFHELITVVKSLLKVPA
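Test system: recombinant human RBBP9; Timing: 30 min then 45 min, 25 °C; Detection: fluorescence polarization; Control set: RBBP9 with DMSO as uninhibited control, no-protein wells as full inhibition; Compound dosing: one concentration, 7.94 µM nominal, 0.794% DMSO; Probe or stimulus: FP-Rh activity-based probe, 375 nM before mixing.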
MDM2 E3 inh – MDM2-luciferase reporter signal enhancers, primary screen, MDM2 E3 ligase inhibitor project, cell-based, luminescence, 1536-well; cell-based MDM2 ubiquitination luciferase reporter, 2 h; 0 = plate control, 100 = twice control, blank-subtracted; 210,000 tested, 0.11% active; AID 1230, 2008; E3 ubiquitin-protein ligase Mdm2 (Homo sapiens), Q00987; signal enhancement, % at 5 µM;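 active means signal enhancement of 30% or more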;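 further: luminescence tracks abundance of the self-degrading MDM2-luciferase fusion protein; higher signal means inhibition of MDM2 E3 ligase activity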
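Timing – 2 h compound exposure at 37 °C · Assay system – mammalian cells stably expressing self-ubiquitinating, self-degrading MDM2 E3–luciferase fusion · Amount – 2000 cells seeded into each well · Measure – % luminescence enhancement versus blank-corrected plate control mean · Measured by – SteadyLite luminescence, 15 min reagent step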
Runt-SMMHC FRET – inhibitors of RUNX1 Runt–CBFb-SMMHC binding, primary screen, biochemical, FRET, Cerulean-Runt, Venus-CBFb-SMMHC, uHTS. Runt-related transcription factor 1 (Homo sapiens) + Core-binding factor subunit beta …. Cerulean-Runt/Venus-CBFb-SMMHC FRET ratio 530/480, 1 h. inhibition, % at 20 µM. 220,000 tested, 0.74% active. AID 1434, 2008;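 active means mean inhibition across duplicate retests at 20 µM reaching about 50%, limit read from the data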;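 further: 0% = DMSO wells and 100% = wells with excess untagged CBFb-SMMHC; inhibitors lower the FRET ratio by blocking Runt binding to CBFb-SMMHC; some results filed as inactive read as strong as hits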
p97 inhibitor – inhibitors of human p97 ATPase, primary screen, biochemical; 220,000 tested, 0.42% active; AID 1481, 2009; Transitional endoplasmic reticulum ATPase (Homo sapiens), P55072; inhibition, % at 8 µM; recombinant p97 ATPase, Kinase-Glo ATP luminescence, 3 h; in the data active means inhibition above about 15%;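 further: 0% = DMSO vehicle and 100% = wells lacking enzyme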
Target sequence (P55072 whole entry, looked up): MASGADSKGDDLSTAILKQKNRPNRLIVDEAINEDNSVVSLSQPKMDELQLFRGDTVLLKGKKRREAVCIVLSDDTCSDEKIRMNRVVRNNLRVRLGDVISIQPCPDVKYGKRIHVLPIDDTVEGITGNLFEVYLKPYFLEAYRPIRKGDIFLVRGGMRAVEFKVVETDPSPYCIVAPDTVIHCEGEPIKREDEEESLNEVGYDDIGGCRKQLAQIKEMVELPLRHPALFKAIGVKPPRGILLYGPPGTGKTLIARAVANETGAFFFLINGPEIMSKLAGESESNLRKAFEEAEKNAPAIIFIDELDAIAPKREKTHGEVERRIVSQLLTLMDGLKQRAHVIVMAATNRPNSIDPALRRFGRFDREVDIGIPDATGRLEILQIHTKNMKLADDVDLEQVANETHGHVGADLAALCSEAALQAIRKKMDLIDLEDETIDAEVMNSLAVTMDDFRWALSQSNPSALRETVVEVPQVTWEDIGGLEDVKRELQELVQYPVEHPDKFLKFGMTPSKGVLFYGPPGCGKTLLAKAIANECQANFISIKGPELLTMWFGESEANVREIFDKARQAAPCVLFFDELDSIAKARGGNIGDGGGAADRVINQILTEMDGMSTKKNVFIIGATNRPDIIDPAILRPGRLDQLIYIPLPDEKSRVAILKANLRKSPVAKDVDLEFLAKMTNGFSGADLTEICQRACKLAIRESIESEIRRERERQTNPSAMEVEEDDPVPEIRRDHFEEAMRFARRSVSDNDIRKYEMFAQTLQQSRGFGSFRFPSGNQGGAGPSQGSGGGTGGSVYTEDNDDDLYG
NPY-Y1 antag – NPY-Y1 receptor antagonists, primary screen, cell-based; inhibition, % at 3.6 µM; HEK293-CNG Y1 cells, membrane potential fluorescence; NPY at EC95, then isoproterenol; 200,000 tested, 1% active;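 active means inhibition above the campaign mean inhibition of all tested compounds plus 3 SD, cut at about 20% in these data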;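 further: 0% = DMSO wells given NPY plus isoproterenol and 100% = isoproterenol alone without NPY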
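Test system – HEK293 Y1/CNG channel cell line · Also added – NPY agonist 25 nM, then isoproterenol 1 µM plus Ro 20-1724 25 µM · Compound dosing – one concentration, 3.6 µM, in 0.4% DMSO · Schedule – compound incubation 1 h at room temperature, readout 45 min post-stimulation · Technique – fluorescence, membrane potential probe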
NPY-Y2 PAM-ag – NPY-Y2 potentiators or agonists, primary screen, cell-based; Neuropeptide Y receptor type 2 (Homo sapiens), P49146; cells expressing NPY-Y2, potentiator/agonist read-out; activation, % at 3.6 µM; 220,000 tested, 0.45% active; AID 1359, 2008; in the data active means activation above about 27%;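 further: cells stimulated with NPY near EC25 plus isoproterenol at EC100; 0% = vehicle plus submaximal agonist and 100% = vehicle plus saturating agonist; some results beyond the cut were filed as inactive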
NPY-Y1 PAM-ag – NPY-Y1 receptor potentiators or agonists, primary screen, cell-based; NPY-Y1 expressing cells, potentiator/agonist activation; AID 1304, 2008; activation, % at 3.6 µM; Neuropeptide Y receptor type 1 (Homo sapiens), P25929; 220,000 tested, 0.37% active; in the data active means activation above about 33%, passing the limit was not always enough;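 further: cells stimulated with NPY at EC10 then isoproterenol at EC100; 0% = low agonist plus stimulus and 100% = saturating agonist plus stimulus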
Starred values were filed as active, the others as inactive; nt = no result given.

canonical_smiles | Hck Nef HTS | NPY-Y2 PAM-ag | NPY-Y1 antag | p97 inhibitor | Runt-SMMHC FRET | RBBP9 inhibitor | Runt-CBFb FRET | MDM2 E3 inh | NPY-Y1 PAM-ag
Cc1ccc(N(C=NC#N)CC(=O)N2CCN(c3ccccc3)CC2)cc1 | -1 | 4 | 1 | -2 | 0 | -5 | -1 | -21 | 14
CC(C)c1ccc(C(O)Cc2nc3ccccc3n2C)cc1 (configuration not stated) | -5 | -19 | nt | 2 | -3 | 3 | 0 | -7 | 1
COc1ccc(CN(C)C(=S)Nc2ccc(OC(F)F)cc2)cc1 | 0 | 1 | -1 | -2 | -2 | -5 | 0 | -1 | 1
Cc1ccc(-c2csc3ncn(CC(=O)N4CCOCC4)c(=O)c23)cc1C | 0 | 2 | -2 | -12 | -1 | -5 | -2 | -56 | -5
O=C(CCN1CCN(c2ccc(F)cc2)CC1)Nc1ccccc1F | 0 | -9 | 3 | -1 | 1 | -4 | -1 | -9 | -12
O=C(CCC(=O)c1ccc(-c2ccccc2)cc1)Nc1cccnc1 | 18 | 10 | nt | 6 | -2 | -19 | -3 | -6 | 6
Cc1cc2cc(C(c3nnnn3Cc3ccco3)N3CCc4ccccc4C3)c(=O)[nH]c2cc1C (configuration not stated) | 0 | -10 | 13 | 4 | 34 | -1 | 43 | -11 | 9
COc1ccc(CNC(=O)c2nnn(-c3cccc(C(F)(F)F)c3)c2N)cc1 | 17 | 3 | -2 | 2 | -1 | -6 | -3 | -1 | 6
Cc1ccccc1OCC(=O)Nc1ccc(C(N)=O)cc1 | -18 | -16 | 3 | 2 | -2 | -15 | 1 | -16 | 2
Cc1ccc(OCC(=O)NCC(=O)Nc2ccc(F)cc2)c([N+](=O)[O-])n1 | 1 | 7 | -4 | -2 | -4 | -4 | -1 | -4 | -8
CCCC(CCC)C(=O)Nc1cccc(C(=O)O)c1 | 4 | 1 | 6 | 4 | 3 | 4 | 1 | 2 | 9
CCN(CC)S(=O)(=O)c1ccc(/C=C/C(=O)OCC(=O)Nc2ccc(S(N)(=O)=O)cc2)cc1 | -25 | 0 | -6 | 7 | -1 | -11 | -2 | -6 | -8
COc1ccc(C2C3=C(CCCC3=O)Nc3nc(C(F)(F)F)nn32)cc1OC (configuration not stated) | -9 | -1 | -6 | 4 | 5 | -9 | 5 | 3 | 2
O=P(O)(CN1CCCCCC1)C1Cc2ccccc2C1 | 3 | 17 | nt | 9 | -2 | -6 | 2 | -14 | 10
CCN(CC)c1ccc(/C=C(\C#N)c2nc(-c3cccs3)c(NC(C)=O)s2)cc1 | -5 | -6 | 3 | 0 | -107 | -8 | -52 | 2 | -9

More entries
canonical_smiles | Hck Nef HTS | NPY-Y2 PAM-ag | NPY-Y1 antag | p97 inhibitor | Runt-SMMHC FRET | RBBP9 inhibitor | Runt-CBFb FRET | MDM2 E3 inh | NPY-Y1 PAM-ag
COC(=O)c1ccc(COc2ncnc3c(Cl)cc(Cl)cc23)o1 | 2 | -9 | 4 | -2 | -1 | 8 | 0 | nt | 5
CCOCc1nnc(NC(=O)c2cc(Cl)ccc2OC)s1 | 3 | 7 | -3 | -6 | 11 | -4 | 14 | -5 | -1
Cc1onc(-c2c(F)cccc2Cl)c1C(=O)N1CCN(c2ncccn2)CC1 | 21 | 8 | 6 | 0 | 3 | -7 | -1 | 0 | -9
Cc1ccccc1NC(=O)/C(C#N)=C/c1ccccc1C(F)(F)F | -1 | -1 | 1 | 2 | -3 | -6 | 1 | -8 | -14
CCn1c(-c2cc3ccccc3cc2O)n[nH]c1=S | 2 | -10 | 5 | 5 | 11 | 0 | 11 | -13 | -24
CCCc1nc(SCC(=O)Nc2ccc(S(=O)(=O)N(C)C)cc2)c2ccccc2n1 | 3 | 0 | -8 | -3 | -10 | -8 | -4 | -2 | -2
CCCCC(=Nc1ccc(N)cc1)C1=C(O)C(C(=O)OC)C(C)(C)CC1=O (configuration not stated) | 3 | -1 | 4 | 18* | -221 | 12 | -158 | -15 | 8
Cn1cc(-c2ccno2)c(C(=O)O)n1 | -24 | -4 | 1 | 3 | 0 | -7 | 2 | -7 | 3
CCOC(=O)C1C(=O)NC(N2CCN(c3ccccc3)CC2)=NC1c1ccccc1 (configuration not stated) | 0 | 14 | 2 | 1 | -2 | -3 | 1 | 14 | 5
CC(C)(C)C(=O)NC(Nc1cccc2cccnc12)C(Cl)(Cl)Cl (configuration not stated) | 1 | 11 | 4 | 1 | 0 | -2 | 3 | 2 | -7
O=C(CC(NC(=O)c1ccccc1Cl)c1ccccc1)NCCc1ccc(Cl)cc1 (configuration not stated) | 0 | -2 | 7 | -1 | 3 | -7 | 2 | -9 | -8
COc1ccc(-c2c(C)n([O-])c(C)c(C)[n+]2=O)cc1OC | 1 | -10 | 3 | 2 | -3 | -8 | 0 | -4 | -8
CCOc1ccc(C(CC(=O)O)n2cnnn2)cc1OC (configuration not stated) | 18 | 0 | -1 | 1 | 3 | -12 | -1 | -7 | -11
CCOC(=O)c1c(N)c(C#N)c2n1CCCCC2 | 4 | 8 | -3 | 2 | -4 | -9 | -1 | 2 | -8
Cc1ccc(S(=O)(=O)N/N=C/c2ccc(OC3CSC3)cc2)cc1 | 1 | 1 | 1 | 1 | 1 | -6 | 1 | -14 | -3

Further structures follow.
canonical_smiles | Hck Nef HTS | NPY-Y2 PAM-ag | NPY-Y1 antag | p97 inhibitor | Runt-SMMHC FRET | RBBP9 inhibitor | Runt-CBFb FRET | MDM2 E3 inh | NPY-Y1 PAM-ag
Cc1ccc(C(=O)N/C(=C\c2ccccc2F)c2nc(=S)[nH][nH]2)cc1 | 22 | 5 | -5 | 2 | 4 | -11 | 2 | -15 | 8
Clc1cccc(Cl)c1C1=NOC(c2nnc(-c3ccccc3)o2)C1 (configuration not stated) | 16 | nt | nt | nt | -2 | nt | 3 | 10 | nt
COCCOC(=O)C1=C(C)NC(SCC(=O)NC(C)(C)C)=C(C#N)C1c1ccco1 (configuration not stated) | 6 | 11 | -8 | 7 | -2 | 1 | -3 | -13 | -11
COc1cc(Cl)c(C)cc1NC(=O)CSc1nnc(-c2ccccn2)n1Cc1ccco1 | 5 | -4 | 7 | -1 | 9 | -7 | 10 | -3 | -26
COc1ccc(Cl)cc1-n1c(C)cc(C(=O)OCC(=O)N2CC(=O)Nc3ccccc32)c1C | 6 | -3 | -1 | 8 | -1 | -9 | -6 | 0 | -9
O=C(Cc1cccs1)Nc1ccc(NC(=O)c2ccco2)cc1 | -2 | 4 | -5 | 3 | 5 | -5 | -2 | -1 | 17
O=C(NCc1cccnc1)c1cc2ccccc2oc1=O | 0 | 10 | -4 | 1 | -1 | 2 | 4 | -4 | 4
CCN(CC)C1=CC2=CC(=C(C#N)C#N)CCC2CC1 (configuration not stated) | -20 | -5 | 3 | -4 | 83* | -1 | 4 | -29 | -11
CCOc1ccc2ccccc2c1C1NC(=S)N(C)C(C)=C1C(=O)OC (configuration not stated) | -25 | -6 | 4 | -3 | 2 | 3 | -1 | -3 | -24
CC(C)CCNC(=O)CN(C(=O)CCC(=O)Nc1ccccn1)c1ccc2c(c1)OCCO2 | -7 | 2 | 2 | -4 | 3 | -5 | -4 | nt | 5
CC1CCc2ccccc2N1C(=N)N(C)C (configuration not stated) | -10 | 2 | 1 | 3 | 2 | -3 | 2 | -18 | 12
COc1ccccc1NC(=O)Cn1c(C)cc(=O)c2cccc(OC)c21 | 29 | -2 | nt | -5 | -1 | -2 | 0 | nt | 4
COc1ccc(CCNC(=O)C(=O)NCCOc2ccccc2)cc1OC | 0 | 4 | 0 | 1 | -2 | -6 | -4 | -2 | -9
CC1CCCN(c2nc3nonc3nc2N2CCCC(C)C2)C1 (configuration not stated) | 11 | 2 | 10 | -5 | 0 | 1 | 0 | nt | -17
CCOC(=O)c1sc(NC(=O)Nc2ccccc2F)nc1C | 3 | -2 | -1 | -3 | -3 | 2 | -3 | -85 | -16
O=C(NC(C(=O)c1ccccc1)N1CCOCC1)c1cccs1 (configuration not stated) | 3 | -2 | -1 | 0 | -3 | 3 | -1 | -17 | -33
COc1ccc(-c2nnc(SCC(=O)NCc3ccco3)n2C)cc1 | 1 | -3 | 5 | 6 | 0 | -4 | 3 | -11 | 2
O=C(CCS(=O)(=O)c1ccccc1)Nc1ccccc1-c1nc2ccccc2s1 | 2 | 6 | 2 | 2 | -6 | -5 | 0 | -12 | -2

Screens as filed in PubChem.
